IDH1 R132H inh: human IDH1 R132H inhibition | IDH1-R132H enzyme, NADPH consumption, diaphorase/resazurin fluorescence | Potency, µM (doses to about 76.6 µM), inactives show top-dose activity change, negative = inhibition, most hits filed as inhibitors | actives 0.093% (n = 390,000); also: potency is read from the fitted curve at half-maximal effect; % is scaled to controls: 0 for no effect and ±100 for the full control effect; nearly all actives have a fitted effect of over 65% in size
Target sequence (O75874 whole entry R132H, stated change not applied): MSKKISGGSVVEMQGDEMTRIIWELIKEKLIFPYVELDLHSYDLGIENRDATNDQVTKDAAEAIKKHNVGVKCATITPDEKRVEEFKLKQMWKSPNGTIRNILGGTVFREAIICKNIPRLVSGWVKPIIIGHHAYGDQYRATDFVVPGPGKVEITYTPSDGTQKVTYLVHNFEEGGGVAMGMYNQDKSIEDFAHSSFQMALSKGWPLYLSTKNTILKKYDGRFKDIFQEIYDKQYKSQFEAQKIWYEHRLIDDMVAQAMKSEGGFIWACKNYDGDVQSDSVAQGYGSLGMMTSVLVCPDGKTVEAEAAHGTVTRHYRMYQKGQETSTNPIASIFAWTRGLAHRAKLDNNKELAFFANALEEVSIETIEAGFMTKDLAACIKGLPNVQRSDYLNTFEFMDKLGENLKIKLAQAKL
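IDH1-R132H (0.5 ug/mL) preincubated 30 min with compound, then NADPH (0.016 mM) and alpha-KG (2 mM) added; 80 min at RT, pH 7.5. Remaining NADPH coupled via diaphorase/resazurin to fluorescence (540/590 nm); concentration-response curves normalized to no-enzyme control.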
PI4K2A block: blocks human PI4K2A kinase activity | Q9BTU6 | purified PI4K2A, ADP-Glo luminescence, 1 h; active compounds read low | activity change, negative = inhibition, % at 76.9 µM | actives 0.13% (n = 420,000) | AID 1346378; in the data active = activity change below about -50%; inconclusive = mostly about -30% to -49%;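 also: -100% = wells without enzyme as full effect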
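Compounds are screened against recombinant PI4K2A using PI as substrate and ATP, the latter dispensed at 300 microM. Reactions run one hour at ambient temperature before ADP-Glo detection; full inhibition defined by wells lacking enzyme.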
D2 agonist: D2 dopamine receptor (human) agonism | P14416 | HEK293 T-REx D2 cells, calcium flux agonist mode | activation, % at 2 µM | actives 0.53% (n = 340,000);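 active = activation over 3 SD above normal in the single-dose calcium agonist read, cut at about 30% in these data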; also: 0% is about no effect
Target sequence (P14416 whole entry, looked up): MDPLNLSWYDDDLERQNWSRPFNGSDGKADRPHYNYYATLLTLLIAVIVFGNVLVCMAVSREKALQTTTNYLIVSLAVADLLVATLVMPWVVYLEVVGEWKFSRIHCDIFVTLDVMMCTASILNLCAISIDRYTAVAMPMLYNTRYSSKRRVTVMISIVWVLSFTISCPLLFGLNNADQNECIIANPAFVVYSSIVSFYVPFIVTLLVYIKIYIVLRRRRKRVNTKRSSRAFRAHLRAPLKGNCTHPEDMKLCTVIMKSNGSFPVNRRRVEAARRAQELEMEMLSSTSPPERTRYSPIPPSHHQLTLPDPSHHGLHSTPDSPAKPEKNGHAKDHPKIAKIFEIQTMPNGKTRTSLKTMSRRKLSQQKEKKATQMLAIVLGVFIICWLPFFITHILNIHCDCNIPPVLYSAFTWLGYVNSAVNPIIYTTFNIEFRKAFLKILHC
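Agonism scored from kinetic calcium signal (1 read/sec, 180 s) following compound pin transfer, after a 10 s baseline. Cells: HEK293 Trex line expressing inducible D2 receptor coupled to calcium, dye-loaded after overnight culture at 30 C.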
TrxR1 substrate: substrates of rat thioredoxin reductase 1; O89049; AID 588456; purified TrxR1 substrate turnover, NADPH consumption readout; Potency, µM (doses to about 114 µM), inactives show at the top dose activity change, negative = substrate turnover; actives 0.01% (n = 390,000); also: potency is read from the fitted curve at half-maximal effect; % is scaled to controls: 0 for no effect and ±100 for the full control effect; nearly all actives have a fitted effect of over 50% in size
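Rat TrxR1, dispensed at 90 nM, was prereduced with 400 uM NADPH (final) for 5 min at ~22 deg C, then incubated with compound 15 min before 400 uM selenite. A first-read NADPH fluorescence drop versus no-compound background flagged substrates.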
D2 antagonist: D2 dopamine receptor (human) antagonism; HEK293 TREx D2 cells, calcium flux, dopamine EC80; inhibition, % at 10 µM; actives 2% (n = 340,000); AID 485344; in the data active = inhibition above about 30%; also: 0% is about no effect
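Inhibition of EC80 dopamine-driven calcium flux, recorded kinetically, defines activity here; cells are a tetracycline-induced HEK293 T-REx line expressing force-coupled D2.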
TRHR enhancer: allosteric enhancers of human TRH receptor; P34981; TRHR cells, fluo-8 calcium fluorescence, EC20 TRH enhancement; enhancement, % at 2 µM; actives 0.66% (n = 360,000); AID 493056; in the data active = enhancement above about 30%; also: 0% is about no effect
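TRHR-expressing cells loaded with fluo-8 calcium dye were read kinetically (ex 480/em 530) during compound addition, then stimulated with an EC20 of TRH (10 nM final). Enhancement of the Gq-mediated intracellular calcium response was scored.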
TRHR agonist: TRH receptor (human) agonism; P34981; TRHR cells, calcium flux fluo-8, FDSS agonist mode; activation, % at 2 µM; actives 0.18% (n = 360,000); AID 493084; in the data active = activation above about 30%; also: 0% is about no effect
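TRHR-expressing cells loaded with fluo-8 calcium dye; 23 nL library compound pin-transferred, kinetic FDSS fluorescence (Ex 480/Em 530) recorded about 180 s for agonist-induced calcium release, before a 10 nM TRH EC20 addition for potentiator mode.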
USP1-UAF1 inh: inhibitors of human USP1/UAF1 deubiquitinase | O94782 | recombinant USP1/UAF1, Ub-Rhodamine cleavage fluorescence | Potency, µM (titrated, usually from 57.1 µM), for inactives: top-dose activity change, negative = inhibition, hits mostly inhibitors | actives 0.23% (n = 390,000); also: potency is read from the fitted curve at half-maximal effect; % is scaled to controls: 0 for no effect and ±100 for the full control effect; nearly all actives have a fitted effect of over 60% in size; inactives centre near -12
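USP1/UAF1 complex at 1 nM was preincubated with compound for 15 min at room temperature, then Ub-Rho substrate (150nM final) was added. Fluorescence (480/540 nm) was read kinetically, 6 reads every 60 seconds.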
TrxR1 inh: inhibitors of rat thioredoxin reductase 1; recombinant rTrxR1, NADPH fluorescence consumption, selenite substrate; Potency, µM (top dose mostly 114 µM), for the others: top-dose activity change, negative = inhibition, most hits filed as inhibitors; actives 1% (n = 390,000); also: potency is read from the fitted curve at half-maximal effect; % is scaled to controls: 0 for no effect and ±100 for the full control effect; nearly all actives have a fitted effect of over 65% in size
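Rat TrxR1 (90 nM in the dispensed reagent) was pre-reduced with 400 uM NADPH for 5 min at room temperature, then incubated with compound for 15 min. After 400 uM selenite was added, NADPH fluorescence (Ex 340/Em 450 nm) was followed for 8 min.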
* marks the source's active call; other numbers are inactive results; ? = inconclusive; . = no result given; & = joins results of further samples; [ ] = another dose, or the depositor's remark. Unless noted, calls follow the shape of the dose curve; as a rule, active = well fitted inhibition curve with a large enough effect; inconclusive = small, poorly fitted or top-dose-only effect; inactive = no such curve, though single readings can be large or run the other way. Rows were taken by chance; about 3.9% have a hit in one of these screens.

SMILES	IDH1 R132H inh	PI4K2A block	D2 agonist	TrxR1 substrate	D2 antagonist	TRHR enhancer	TRHR agonist	USP1-UAF1 inh	TrxR1 inh
O=S(=O)(NCC1CCCO1)c1ccc(Oc2ccccc2)cc1 (centres undefined)	2%	2	-1.6	7%[57.1 µM]	-1	0	0.7	-4%	21%
Cn1nnc(NC(=O)c2ccccc2F)n1	10%	4	1.1	-7%	-11	-8	0.3	-1%	5%
CCCN(CC(=O)Nc1ccccc1C)C(=O)CCN1C(=O)c2cccc([N+](=O)[O-])c2C1=O	-3%	-4	.	-9%	.	-1	-0.3	2%	-25%
Cc1ccc(CN2CCSc3ccc(C(=O)NC4CCN(Cc5ccccc5)CC4)cc32)cc1	0%	-3	0.0	50%[activator]	74*	3	-0.4	-9%	67%[activator]
CCOC(=O)CCCNC(=O)CCNC(=O)c1ccc(OC(C)C)cc1	-2%	11	-1.6	10%	10	-2	-0.4	-12%	24%
O=C(COC(=O)C1C2CC3OC(=O)C1C3C2)Nc1cccc(C(F)(F)F)c1 (centres undefined)	-7%	0	0.2	-1%	-7	-5	-1.3	-17%	12%
CSc1nnc2c(n1)[nH]c1c(C)cccc12	0%	-2	0.0	-1%	-5	2	-0.1	-10%	13%
Cc1ccnc2nc(C(=O)OCC(=O)N3CCc4ccccc43)nn12	4%	1	-1.1	2%	5	0	0.1	-21%	9%
O=c1/c(=C/c2ccc(CNS(=O)(=O)c3ccccc3)o2)sc2n1CCN=2	3%	-18	.	3%	.	6	-0.3	-2%	?
CCc1ccc([C@@H]2CC=C(C(=O)O)[C@H](c3cccc(Cl)c3)N2S(=O)(=O)c2ccc(C)cc2)cc1	-9%	1	-0.3	2%[57.1 µM]	9	16	-0.5	?	14%[57.1 µM]
COc1ccc(N=C2C(=O)Nc3c(C)cccc32)cc1	-1%	10	-0.7	-2%	-4	-3	0.4	-9%	15%
CCC(=O)N1c2ccccc2CC1C(=O)NCCCN1CCN(c2ccccc2)CC1 (centres undefined)	0%	-1	.	-2%[57.1 µM]	.	0	-0.1	-8%	4%[57.1 µM]
Cc1ccc(NC(=S)N(CCCN(C)C)Cc2cc3cc4c(cc3[nH]c2=O)OCO4)cc1	2%	5	0.4	16%[57.1 µM]	-3	2	0.1	-18%	9%[57.1 µM]
Cc1cc(N2CCCC2)ccc1NC(=O)CN1C(=O)NC2(CCCCC2)C1=O	7%	-1	0.0	6%[57.1 µM]	6	0	-0.1	-5%	11%[11.4 µM]
Cc1ccc(-c2c3c(nc4sc(C(N)=O)c(N)c24)CCC3)cc1	-8%	13	-0.3	-8%	10	3	-0.8	-9%	-14%
Cc1cc(=O)oc2cc(OCC(=O)NCc3ccco3)ccc12	-6%	-4	-0.5	13%	0	-2	0.1	6%	-12%
C/C(=C\C(=O)C(F)(F)F)Nc1cc(C)cc(C)c1	1%	5	-0.1	-13%	-3	9	0.2	-16%	-19%
CCC(CC)c1nnc(NC(=O)C2CC(=O)N(c3ccc4c(c3)OCCO4)C2)s1 (centres undefined)	12%	6	-0.6	-7%	-2	-8	0.2	-6%	-16%
Cc1ccc(C)c(S(=O)(=O)Nc2ccc(-n3cnnn3)cc2)c1	0%	6	.	-3%	.	.	.	-4%	6%[57.1 µM]
CC(Sc1nc2ccc(C(=O)c3ccccc3)cc2[nH]1)C(=O)O (centres undefined)	11%	0	0.5	-7%	4	10	0.9	-11%	10%[57.1 µM]

Taken from the listing, 10 compounds:
SMILES	IDH1 R132H inh	PI4K2A block	D2 agonist	TrxR1 substrate	D2 antagonist	TRHR enhancer	TRHR agonist	USP1-UAF1 inh	TrxR1 inh
Cc1ccnc2nc(C(=O)OCC(=O)N3CCc4ccccc43)nn12	4%	1	-1.1	2%	5	0	0.1	-21%	9%
O=c1/c(=C/c2ccc(CNS(=O)(=O)c3ccccc3)o2)sc2n1CCN=2	3%	-18	.	3%	.	6	-0.3	-2%	?
CCc1ccc([C@@H]2CC=C(C(=O)O)[C@H](c3cccc(Cl)c3)N2S(=O)(=O)c2ccc(C)cc2)cc1	-9%	1	-0.3	2%[57.1 µM]	9	16	-0.5	?	14%[57.1 µM]
COc1ccc(N=C2C(=O)Nc3c(C)cccc32)cc1	-1%	10	-0.7	-2%	-4	-3	0.4	-9%	15%
CCC(=O)N1c2ccccc2CC1C(=O)NCCCN1CCN(c2ccccc2)CC1 (centres undefined)	0%	-1	.	-2%[57.1 µM]	.	0	-0.1	-8%	4%[57.1 µM]
Cc1ccc(NC(=S)N(CCCN(C)C)Cc2cc3cc4c(cc3[nH]c2=O)OCO4)cc1	2%	5	0.4	16%[57.1 µM]	-3	2	0.1	-18%	9%[57.1 µM]
Cc1cc(N2CCCC2)ccc1NC(=O)CN1C(=O)NC2(CCCCC2)C1=O	7%	-1	0.0	6%[57.1 µM]	6	0	-0.1	-5%	11%[11.4 µM]
Cc1ccc(-c2c3c(nc4sc(C(N)=O)c(N)c24)CCC3)cc1	-8%	13	-0.3	-8%	10	3	-0.8	-9%	-14%
Cc1cc(=O)oc2cc(OCC(=O)NCc3ccco3)ccc12	-6%	-4	-0.5	13%	0	-2	0.1	6%	-12%
C/C(=C\C(=O)C(F)(F)F)Nc1cc(C)cc(C)c1	1%	5	-0.1	-13%	-3	9	0.2	-16%	-19%

Next section
SMILES	IDH1 R132H inh	PI4K2A block	D2 agonist	TrxR1 substrate	D2 antagonist	TRHR enhancer	TRHR agonist	USP1-UAF1 inh	TrxR1 inh
CNS(=O)(=O)c1cn(CC(=O)N2CCN(c3cccc(C)c3C)CC2)cc1S(=O)(=O)NC	-10%	-1	0.1	-3%	.	3	-0.3	1%	20%
C=CCN(c1ccccc1OC)S(=O)(=O)c1cccc(C(=O)OCC(=O)N2CCOCC2)c1	0%	-1	.	-2%	.	.	.	-19%	16%
Cc1noc(C)c1COC(=O)c1cc(F)c(F)cc1Cl	-1%	-6	0.3	4%	-6	1	-0.7	-18%	10%
Fc1cccc(F)c1-n1c(CN2CCOCC2)csc1=S	3%	-3	.	-3%	.	-9	-1.4	-10%	7%
Cc1cc(C)n2c(Br)c(CSc3nc4ccccc4s3)nc2n1	8%	0	0.1	6%	-3	-4	-1.4	-12%	0%
CC1=Nc2nc(N3CCCCC3)c(C#N)c3c4c(nc(c23)N1)N(c1ccc(C(C)C)cc1)C(=O)C4	1%	-5	-0.3	5%	-12	-3	0.7	-20%	1%
Cc1nn(-c2ccccc2)c(C)c1/C=C/C(=O)OC(C)C(=O)Nc1ncc(Cl)cc1Cl (centres undefined)	-1%	5	30*	-2%[57.1 µM]	-5	1	-0.4	-10%	10%[57.1 µM]
COc1cccc(/C=N/NC(=O)CCc2c(C)n[nH]c2C)c1	0%	-6	0.0	-2%	-14	0	-0.3	-2%	1%
CCc1ccc(CNC(=O)C2CCCN(S(=O)(=O)N(CC)c3ccccc3)C2)cc1 (centres undefined)	3%	2	-0.4	-2%	-4	1	-0.3	-15%	22%
N/C(=N\c1nc(CSc2ccc(Cl)cc2)cc(=O)[nH]1)Nc1ccccc1C(F)(F)F	-5%	5	1.0	-11%	4	5	0.9	-3%	-5%
CC(C)CNC(=O)CSc1nnc(-c2ccc(Cl)cc2)n1N	-18%	7	0.8	1%	-6	2	-0.4	-6%	13%
Cc1ccccc1C(=O)N1c2ccccc2OCC1C(C)(C)C (centres undefined)	2%	-3	0.2	-4%	-17	-3	4.3	-11%	19%
Cc1ccc(C(=O)C2CCN(CC(=O)Nc3ccc4c(c3)OCCO4)CC2)cc1	13%	1	0.1	-4%	-32	8	-2.0	-19%	-2%
CC(C)CCN1C(=O)c2ccccc2C1C(=O)NCc1cccnc1 (centres undefined)	7%	3	1.8	8%	14	-9	0.2	-12%	14%
Cc1ccc(/C=C2\Oc3cc(OCC(=O)NN)ccc3C2=O)o1	1%	-3	1.5	-4%	-2	0	1.2	-25%	-5%
c1csc(-c2nc(NCC3CCCO3)c3ccccc3n2)c1 (centres undefined)	2%	-2	-0.2	-10%&-7%	-5	10	0.0	-7%	-5%&-8%
O=C(COc1ccccc1)NNC(=S)NC(=O)c1ccccc1	1%	-3	1.6	1%	16	1	-0.1	-12%	?
CC(=O)N1CCN(S(=O)(=O)c2c(C)n(C)c(=O)n(C)c2=O)CC1	2%	0	-2.7	11%	5	2	0.5	-18%	23%
CCc1cccc(NC(=O)c2cc(S(=O)(=O)N3CCCCCC3)cn2C)c1	-11%	-29	-1.9	0%[57.1 µM]	.	-2	0.0	?	23%[57.1 µM]
OCCCc1nc2ccccc2n1Cc1ccccc1	17%	0	-0.4	0%	-16	2	-0.7	-11%	1%
CN(C)S(=O)(=O)c1ccc(C(=O)NCCSc2c(-c3ccccc3)[nH]c3ccccc23)cc1	0%	3	-0.1	3%	.	-11	0.2	-21%	16%
COc1ccc(C(=O)NC(C)CCc2ccccc2)c(OC)c1 (centres undefined)	3%	-3	-4.3	3%	3	-1	-0.2	-24%	11%
CCC(=O)Nc1nnc(-c2ccccn2)o1	-5%	0	0.0	39%	-4	0	0.4	-11%	10%[57.1 µM]
COc1ccc(S(=O)(=O)NNC(=O)C(=O)NNc2ccccn2)cc1	15%	13	0.1	0%	6	-14	3.5	-19%	6%
O=C(Nc1cc(-c2ccccc2)nn1-c1c(Cl)cccc1Cl)c1ccc(F)cc1	-9%	3	.	-3%	.	.	.	-18%	18%
O=C(CN1CCN(C(=O)c2cncn2-c2ccccc2)CC1)Nc1ccccc1Cl	1%	-4	.	-1%	.	4	0.3	-18%	-1%
Cc1nc2ccc(NC(=O)c3ccc(F)c(S(=O)(=O)N4CCOCC4)c3)cc2s1	5%	1	-1.8	6%[57.1 µM]	-12	11	-1.4	-13%	9%[57.1 µM]
CCC(=O)Nc1cc2nn(-c3ccc(C)cc3)nc2cc1C	6%&27%	-2&1	3.4&-0.5	9%[57.1 µM]	20	-4&-12	0.5&0.0	-13%&-6%	8%[57.1 µM]
